# HIF-2a inh: inhibitors of HIF-2a; inhibition, % at 18.8 µM; 360,000 tested, 0.72% active; 786-0 RCC cells HIF-2a reporter, luciferase luminescence, overnight; AID 624352;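 active = inhibition of the luminescence signal of 40% or more relative to plate controls, in a single-dose primary screen at 18.75 µM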
# CF NFkB block: blocks PAF-induced NF-kB reporter in cystic fibrosis cells. AID 588850. KKLEB NF-kB-GFP reporter, GFP fluorescence overnight. inhibition, % at 5 µM. 360,000 tested, 0.86% active;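 active = at least 50% inhibition at 5 µM, scaled per plate between neutral and stimulator controls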;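 also: PAF is a Pseudomonas aeruginosa culture filtrate used as stimulus; plate controls were PAF-stimulated DMSO wells for no effect and unstimulated DMSO wells for full effect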
# Peg3 prom inh: reduces Peg3 promoter-driven luciferase expression in HeLa. HeLa PEG-Prom luciferase reporter, luminescence, overnight. inhibition, % at 20 µM. 360,000 tested, 1.7% active. AID 588405;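 active = inhibition of at least 50% at 20 µM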
# NR2E3 ag-1: agonists of human NR2E3 nuclear receptor. Q9Y5X4. CHO-S Gal4-NCOR/VP16-NR2E3 two-hybrid, luciferase. inhibition of corepressor binding, % at 3.98 µM. 360,000 tested, 0.35% active. AID 602229;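 active = inhibition above the mean of all tested compounds plus 3 SD, cut at about 70% in these data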;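 also: 0% = DMSO with NR2E3 transfected cells and 100% = cells lacking NR2E3 construct; higher means lower luciferase signal from less NR2E3 corepressor binding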
# Target sequence (Q9Y5X4 whole entry, looked up, the tested form may be a part): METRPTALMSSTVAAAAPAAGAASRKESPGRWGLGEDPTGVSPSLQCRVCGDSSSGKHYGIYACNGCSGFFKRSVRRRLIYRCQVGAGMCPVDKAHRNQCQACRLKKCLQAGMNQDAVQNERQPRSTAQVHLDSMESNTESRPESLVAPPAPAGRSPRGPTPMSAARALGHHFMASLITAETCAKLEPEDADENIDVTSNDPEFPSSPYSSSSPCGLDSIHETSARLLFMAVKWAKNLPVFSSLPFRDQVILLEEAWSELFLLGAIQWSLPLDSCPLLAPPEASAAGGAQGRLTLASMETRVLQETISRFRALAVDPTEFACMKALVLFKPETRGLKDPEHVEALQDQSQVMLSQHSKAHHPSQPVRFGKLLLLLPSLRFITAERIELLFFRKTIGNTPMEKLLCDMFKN
# TRPM1 prom inh: reduces MITF-dependent TRPM1 promoter luciferase signal. SK-MEL-5 TRPM1 promoter luciferase, 24 h. inhibition, % at 12.5 µM. 330,000 tested, 0.83% active. AID 488899;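 active = mean inhibition across replicates of 60% or more, whatever share of single replicates reaches that level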; also: values of inactives mirror those of a sister screen read the other way
# NR2E3 ag-2: activates human photoreceptor nuclear receptor NR2E3 | GST-NR2E3/biotin-RetCOR TR-FRET, 1536-well | inhibition of corepressor binding, % at 4.78 µM | 320,000 tested, 0.12% active | AID 2300;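 active = percent inhibition above the cutoff of mean plus 3 SD of all tested compounds, set per screening campaign, cut at about 20% in these data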;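 also: 0% = DMSO wells and 100% = biotin wells as full block of FRET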
#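 System: GST-NR2E3 and biotin-RetCOR proteins; probe or stimulus: 7 nM biotin-RetCOR; doses: compound at 4.8 µM, single dose; schedule: Compound–protein incubation for 5 h at 4 °C; detection: time-resolved FRET; read-out: percent inhibition; controls: biotin wells as high control, 0.6% DMSO wells as low control; format: 1536-well plates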
# KKLEB cytotox: reduces viability of KKLEB cystic fibrosis airway cells. KKLEB CF airway cells viability, ATPlite luminescence, overnight; active compounds read low; cells stimulated with P. aeruginosa culture filtrate. activity change (cytotoxicity), % at 5 µM. 360,000 tested, 0.36% active. AID 602141;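 active = corrected activity change at or below -50% at 5 µM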
# Shn3 3UTR inh: Schnurri-3 reporter inhibition in Clone20 osteoblasts | Clone20 osteoblast Shn3 3'UTR firefly luciferase, 24 h | AID 588674 | 360,000 tested, 0.52% active | inhibition, % at 12.5 µM;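 active = mean inhibition of at least 75% with every replicate also reaching 75%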;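 also: 0% = median of neutral control wells and 100% = pilot-screen positive control compound; some compounds past the cut are filed as inactive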
# TRAIL sens C8: sensitizes caspase-8 expressing cells to TRAIL; inhibition (viability loss, TRAIL sensitization), % at 10 µM; 360,000 tested, 1% active; NB7+C8 cells + TRAIL, ATPlite viability luminescence;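 active = compounds causing at least 50% loss of cell viability in the single-dose screen, relative to plate controls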
# TROY NFkB inh: inhibitors of TROY-dependent NF-kB signaling; Q293 LMP1-TROYcd NF-kB luciferase reporter, 4 h; inhibition, % at 10 µM; 360,000 tested, 0.98% active;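 active = compounds whose plate-normalised and pattern-corrected inhibition of the luciferase reporter signal at the single screening dose is 50% or more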
# TWEAK Fn14 block: inhibitors of TWEAK-Fn14 interaction signaling | TWEAK-stimulated Fn14 reporter cells, luciferase luminescence, 8 h | inhibition, % at 10 µM | 360,000 tested, 2% active | AID 1159606; in the data active = inhibition above about 50%
# * marks the source's active call; other numbers are inactive results; / = not tested or not shown. These rows are one share of the data. The share of hits here may be higher or lower than overall.
SMILES,HIF-2a inh,CF NFkB block,Peg3 prom inh,NR2E3 ag-1,TRPM1 prom inh,NR2E3 ag-2,KKLEB cytotox,Shn3 3UTR inh,TRAIL sens C8,TROY NFkB inh,TWEAK Fn14 block
Clc1ccc(-c2cc(COc3ccccc3)on2)cc1,-347,3,-299,-60,-62,6,-8,-44,-5,-39,-33
CCCCNC(=S)N/N=C1\C(=O)c2cccc3cccc1c23,-2,-5,-7,-25,-3,-2,7,-35,2,7,-12
Cc1c(NC2(C#N)CCCCC2)c(=O)n(-c2ccccc2)n1C,16,-9,-2,23,1,1,4,0,-2,-5,12
CN(C)c1nc(NC(C)(C)C)nc(SCC(=O)Nc2ccccc2)n1,10,6,23,1,6,0,-2,17,-7,26,-17
Cc1nc(Nc2cccc(Cl)c2)c2oc3ccccc3c2n1,-44,-10,-16,-37,7,-1,-9,-3,-4,-9,9
Cn1c(=O)nc2n(Cc3ccccc3)c3cccc(Cl)c3cc-2c1=O,22,-36,13,-7,5,4,7,1,-3,-20,-4
COc1ccccc1N(CC(=O)NC1CCCC1)C(=O)CCCC(=O)Nc1ccccn1,16,-7,14,4,3,/,6,-4,6,-3,18
Cc1ccc(NNC2CC(=O)N(c3cccc(Cl)c3)C2=O)cc1 (stereo not drawn),-22,-19,14,5,-1,/,-4,-10,-5,-31,-17
CC(C)NC(=O)Nc1cccc2c1O[C@H](CN(C)S(=O)(=O)c1ccc(F)cc1)[C@@H](C)CN([C@H](C)CO)C2=O,2,-14,3,-7,3,/,-10,-3,-4,6,-5
NC(=O)CSc1oc(-c2ccco2)nc1S(=O)(=O)c1ccc(Cl)cc1,14,2,18,14,13,-2,8,8,-11,-2,38
O=C1CCCC/C1=C/Nc1ccc2c(c1)OCO2,-27,6,-119,-18,-27,-3,6,0,1,-35,-17
CCn1c(SCC(=O)Nc2ccc(Br)cn2)nnc1C1CC1,-10,-2,6,-23,-1,0,-3,-28,0,15,3
CCO/C=C1\N=C(c2ccc(F)cc2)OC1=O,14,18,17,-3,-5,0,4,-14,18,-12,-3
O=C(c1c[nH]c(C(=O)C(Cl)(Cl)Cl)c1)c1ccc(F)cc1F,-5,2,38,-28,7,3,8,6,-8,-6,21
O=C(O)C1CC(O)CN1C(=O)c1ccco1 (stereo not drawn),13,-1,0,-4,8,-2,-2,-6,6,6,-2

# Of the compounds above, 3 have fluorine.
SMILES,HIF-2a inh,CF NFkB block,Peg3 prom inh,NR2E3 ag-1,TRPM1 prom inh,NR2E3 ag-2,KKLEB cytotox,Shn3 3UTR inh,TRAIL sens C8,TROY NFkB inh,TWEAK Fn14 block
CC(C)NC(=O)Nc1cccc2c1O[C@H](CN(C)S(=O)(=O)c1ccc(F)cc1)[C@@H](C)CN([C@H](C)CO)C2=O,2,-14,3,-7,3,/,-10,-3,-4,6,-5
CCO/C=C1\N=C(c2ccc(F)cc2)OC1=O,14,18,17,-3,-5,0,4,-14,18,-12,-3
O=C(c1c[nH]c(C(=O)C(Cl)(Cl)Cl)c1)c1ccc(F)cc1F,-5,2,38,-28,7,3,8,6,-8,-6,21

# Following part:
SMILES,HIF-2a inh,CF NFkB block,Peg3 prom inh,NR2E3 ag-1,TRPM1 prom inh,NR2E3 ag-2,KKLEB cytotox,Shn3 3UTR inh,TRAIL sens C8,TROY NFkB inh,TWEAK Fn14 block
Cc1cccn2c(=O)c3cc(C(=O)NC4CCCCC4)c(=N)n(Cc4ccc(F)cc4)c3nc12,8,22,49,-66,19,1,-5,45,33,11,22
CN(CC(=O)Nc1sccc1C#N)Cc1ccccc1,-17,-9,0,-11,2,-3,5,2,8,-9,-15
COC(=O)[C@H]1[C@H]2C[C@@H]3c4[nH]c5cc(OC)ccc5c4CCN3C[C@H]2C[C@@H](OC(=O)c2ccc(N)cc2)[C@@H]1OC,24,17,2,-25,-8,6,-2,-7,-1,10,-6
CCCCn1c(SCC(=O)NCCc2ccc(OC)c(OC)c2)nc2c1c(=O)n(C)c(=O)n2C,-8,-4,8,17,-4,3,3,7,8,7,4
CCOc1ccc(S(=O)(=O)N2CCN(C3CC(=O)N(c4cccc(C(C)=O)c4)C3=O)CC2)cc1 (stereo not drawn),8,21,9,23,15,/,4,-8,6,14,10
CCOc1cc(-c2c(C)c(CC)nc(N)c2C#N)ccc1O,18,11,15,4,-8,2,-2,2,-2,18,16
CC1(C)CC(=O)C2=C(C1)Nc1[nH]c(=S)[nH]c(=O)c1C2c1ccccc1 (stereo not drawn),13,-13,7,6,-6,5,5,-6,-26,8,-5
CCOc1ccc(CN2CCN(Cc3[nH]c4ccc(OC)cc4c3C)CC2CCO)cc1 (stereo not drawn),13,-16,-8,9,-2,0,2,15,4,-3,4
C/C(Cl)=C\Cn1c(N2CCCCCC2)nc2c1c(=O)n(C)c(=O)n2C,18,9,2,2,3,1,-12,13,-5,10,-23
CCOc1cc(CNc2ccc(N(C)C)cc2)cc(Br)c1OCC(=O)NC(C)(C)C,12,5,13,-13,6,-27,-6,4,-1,22,-26
Cc1cc(O)c(CN2CCN(S(=O)(=O)c3cccs3)CC2)cc1C(C)C,4,11,20,12,5,0,-4,13,8,17,12
C=CCn1c(CCNC(=O)c2cccs2)nnc1SCC(=O)Nc1cccc(C(C)=O)c1,9,4,6,-6,8,-3,5,10,-12,4,-3
CCOC(=O)C1C(c2ccc(O)c(O)c2)NC(=S)NC1(O)C(F)(F)F (stereo not drawn),6,2,7,-16,9,-1,1,11,27,3,3
Cc1cccc(C(=O)Nc2cccc(C(=O)NC3CCCC3)c2)c1,-51,-2,-2,-10,-9,-2,-3,12,4,-22,-5
O=C(COC(=O)c1ccccc1O)Nc1cccc2ccccc12,13,11,1,36,16,4,-7,6,22,-10,-10
COc1ccc(C(=O)Nc2ccc(OC)c(OC)c2)cc1,-160,11,-117,-52,-51,-1,6,-71,16,-36,-5
Cc1ccccc1CSc1nnc(-c2ccncc2)n1C,4,-17,-14,-39,5,-1,5,4,-4,-14,11
O=C(CSc1n[nH]c(=O)[nH]c1=O)c1ccccc1,2,12,17,6,-3,0,2,-4,13,21,8
CCOC(=O)c1nc(NCc2cccnc2)c2ccccc2n1,10,14,0,-9,6,4,-6,-10,1,6,7
CCOc1cc(C2CC(=O)Nc3cc(C)c(C)cc32)ccc1O (stereo not drawn),16,26,15,14,13,-1,-8,16,-8,6,22
O=C(NC(=S)NNC(=O)c1ccccc1[N+](=O)[O-])c1ccccc1,4,-9,3,-23,-9,0,3,-15,0,-10,-7
Cc1ccc(CSc2ncnc3onc(C)c23)cc1,-14,-15,-10,1,-6,-1,2,-4,21,2,-30
CCCCCCCNC(=O)C1(CC2CC(c3ccc(Cl)cc3)=NO2)CCN(C(=O)OC(C)(C)C)CC1 (stereo not drawn),12,29,5,28,9,-1,-22,9,19,8,-24
COc1ccc(NC(=O)Cn2c3ccc(OC)cc3c3nc4n(c(=O)c32)CCS4)cc1,3,19,13,-10,19,1,-18,7,10,4,-17
O=C(Nc1cc(=O)[nH]c2ncnn12)c1ccccc1Cl,7,-5,11,-2,4,-3,2,-23,-9,0,5
O=C(COC(=O)c1cncc(Br)c1)NCc1ccc2c(c1)OCO2,3,0,17,-5,2,1,3,2,3,0,-7
CC(C)(C)c1ccc(OCCCC(=O)Nc2ccc(S(N)(=O)=O)cc2)cc1,14,-5,23,-27,34,2,-12,5,1,-6,-3
C[C@H](CO)N1C[C@H](C)[C@@H](CN(C)S(=O)(=O)c2ccc(F)cc2)Oc2c(NS(=O)(=O)c3ccccc3)cccc2C1=O,6,-7,5,-7,-3,/,12,9,1,2,5
CCOCCCNc1nc2ccccc2[nH]1,-17,-5,11,-16,-4,0,-1,-25,-2,7,9
Cc1ccc(-n2cc(-c3ccccc3)c3c(NN4CCOCC4)ncnc32)cc1,19,-2,42,-7,-12,8,-2,4,-11,-10,-2
Cc1ccc(F)c(S(=O)(=O)NC(=O)C2(C)CCN2C(=O)Cc2cccc3ccccc23)c1 (stereo not drawn),9,1,5,-8,/,/,-1,3,-1,-3,2
COc1ccc(O)c(CN2CCCC(N3CCc4ccccc4C3)C2)c1 (stereo not drawn),16,-1,17,10,5,/,4,23,2,7,-1
Cc1ccc(CNC(=O)CCNC(=O)c2ccc([N+](=O)[O-])cc2)cc1,8,0,3,3,-4,/,15,10,3,-6,-2
O=C(Oc1ccccc1C(=S)N1CCOCC1)c1ccc([N+](=O)[O-])cc1[N+](=O)[O-],11,12,23,-32,22,2,-1,-9,6,16,28
Cc1ccc([C@H]2C[C@H](n3cc(-c4ccc(F)cc4)nn3)[C@@H](O)CN2C(=O)c2cccs2)cc1,6,3,30,-5,/,/,-4,3,-2,6,0
COc1ccc(S(=O)(=O)N2CCC(N3CCCC3)CC2)cc1,10,-5,3,-25,5,-2,4,14,4,-4,2
CCN(CC)S(=O)(=O)c1ccc(C(=O)NCCSc2c[nH]c3ccccc23)cc1,15,-6,8,-5,/,1,6,8,14,-5,6
COc1cccc2cc(C(=O)N(C)C)c(=O)oc12,0,-8,1,-18,3,-1,4,-1,2,11,0
Cc1ccc(S(=O)(=O)N=Nc2c(O)[nH]c3ccccc23)cc1C,14,3,0,-25,8,-1,7,-2,-11,4,14
CC1=C(C(=O)N(C(C)C)C(C)C)CC(CC(=O)NCCc2ccccn2)C(=O)N1CCC1=CCCCC1 (stereo not drawn),-8,12,4,18,/,/,-3,-2,-8,4,17
CSc1ccc(C(O)c2ncc(-c3ccccc3Cl)[nH]2)cc1 (stereo not drawn),-89,-2,-52,3,/,/,4,-14,-9,-46,-10
CCn1c(SC)nc2c(c1=O)SC(C)C2 (stereo not drawn),19,-8,10,-13,17,-2,-5,10,-3,5,19
Cc1nnc(C)n1/N=C/c1cc(Br)ccc1O,-12,0,0,-17,8,1,1,19,24,-4,-8
CCCc1nc2ccccc2c(C(=O)OCC(=O)NCc2ccc3c(c2)OCO3)c1CC,13,-13,41,1,4,1,10,9,-7,23,28
O=C(c1ccc(-c2cccc(C(F)(F)F)c2)o1)N1CCCCCCC1,-17,18,-50,-10,-23,3,8,-6,-1,1,-7
CN1CCC(N(C)C(=O)/C(C#N)=C\c2ccc(OC(F)F)cc2)CC1,12,-1,0,-13,3,/,4,-15,-6,-6,18
COc1cnc(-c2ccccc2)nc1Oc1cccc(C)c1C,25,-3,12,-15,9,2,-5,3,-11,-2,28
COc1ccc(N2CCN(CNC(=O)c3ccccc3)CC2)cc1,9,6,-8,0,-10,/,-4,-14,-12,34,-15
Cc1cc2c(cc1C)NC(CC(=O)NCc1ccccc1)C(=O)N2 (stereo not drawn),-221,-2,-136,-49,-60,0,18,-17,-7,5,-4
CCOc1ccc(S(=O)(=O)Nc2ccc(C(=O)NCC(C)(C)N3CCOCC3)cc2)cc1,-4,-5,-2,-7,3,0,8,4,-4,11,9
COc1ccc(NC(=O)C2Cc3ccccc3O/C2=N\O)cc1 (stereo not drawn),-215,6,-174,-61,-82,/,11,-41,11,-23,-8
